Compound activity: PubChem BioAssay, several laboratories
Rac1 GTP hydrolysis – MgcRacGAP GTPase-activating activity inhibitors, confirmation, biochemical, ADP Hunter fluorescence. MgcRacGAP-stimulated Rac1 GTP hydrolysis, ADP Hunter fluorescence; higher % means a stronger effect; GST-tagged Rac1 F28L mutant substrate. inhibition, % at 30 µM; hits with a dose series show IC50 in µM. actives 0.6% (n = 340,000). AID 624330;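 active = first-screen hits whose inhibition reached a set limit at any dose in the follow-up dose series; inconclusive = inhibition above the set first-screen limit but never retested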;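 also: fluorescence reports GDP produced by GAP-driven GTP hydrolysis; strong numbers were not always called active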
Dengue-2 NS5 capping – flavivirus cap methylation enzyme inhibition – biochemical, confirmation dose response, primary screen (AID 588689) | one-dose inhibition, % at 25 µM; IC50 in µM for titrated hits | actives 0.3% (n = 340,000) | Dengue-2 NS5 methyltransferase capping enzyme assay, biochemical; higher % means a stronger effect; in the data active = a potency from the dose series; inconclusive = inhibition above about 29% without an active follow-up result
RSV CPE inhibition – inhibition of RSV-induced cytopathic effect – HEp-2 cells, primary 10 µM value included (AID 2391); HEp-2 cells, RSV-induced CPE inhibition; higher % means a stronger effect; one-dose CPE inhibition, % at 10 µM; IC50 in µM for titrated hits; actives 0.13% (n = 310,000); in the data active = a potency from the dose series; inconclusive = CPE inhibition mostly from about 23% at the one dose, without a potency; inactive = the rest, 99 in 100 with CPE inhibition below about 21%; also: strong numbers were not always called active
CSM14.1 death rescue – rescue of cells from ER stress-induced death, primary screen, 384-well, CSM14.1, thapsigargin, ATP luminescence (AID 1222) | CSM14.1 thapsigargin-induced death rescue, ATP luminescence; higher % means a stronger effect | cellular ATP content (survival), % at 20 µM; hits with a dose series show EC50 in µM | 190,000 tested, under 10 active;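 active = EC50 below 50 µM in the dose-response confirmation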;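 also: death triggered by thapsigargin at about 15 µM added after 2 h compound pretreatment; cell ATP read after overnight thapsigargin exposure of roughly 18 to 22 hours; normalized against plate controls of thapsigargin alone and 5% DMSO vehicle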
Salmonella PhoP GFP – PhoP-dependent GFP reporter repression – Salmonella Typhimurium, primary screen (AID 1863); S. Typhimurium PhoP-regulated promoter GFP reporter, 4 h; higher % means a stronger effect; inhibition, % at 50 µM, or IC50 in µM where a hit was titrated; actives 0.16% (n = 300,000);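 active = inhibition over 29.93%, a cutoff 3 SD above the screen mean, later confirmed by dose response; inconclusive = inhibition over 29.93% but no dose response follow-up; inactive = inhibition at most 29.93% or unconfirmed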;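 also: 0% = low Mg2+ inducing control and 100% = high Mg2+ repressing control; strong numbers were not always called active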
West Nile antiviral – West Nile virus antiviral activity, cell-based, CPE readout (AID 1621); West Nile virus-infected cells, CPE inhibition; higher % means a stronger effect; actives 0.02% (n = 290,000); CPE inhibition, % at 10 µM; hits with a dose series show IC50 in µM; in the data active = a potency from the dose series; inconclusive = CPE inhibition mostly from about 3.7% at the one dose, without a potency; inactive = the rest, 99 in 100 with CPE inhibition below about 2.2%; also: strong numbers were not always called active
Large T inhibition – TAg ATPase/helicase activity blockers – biochemical (AID 1903). SV40 large T antigen ATPase/helicase inhibition assay; higher % means a stronger effect. one-dose inhibition, % at 20 µM; IC50 in µM for titrated hits. actives 0.39% (n = 310,000); in the data active = a potency from the dose series; inconclusive = inhibition mostly from about 32% at the one dose, without a potency; inactive = the rest, 99 in 100 with inhibition below about 32%; also: strong numbers were not always called active
LYP phosphatase – PTPN22 lymphoid phosphatase activity blockers – biochemical, fluorescence intensity, uHTS (AID 1779); recombinant LYP phosphatase, fluorescence intensity; higher % means a stronger effect; inhibition, % at 11.5 µM, or IC50 in µM where a hit was titrated; actives 0.054% (n = 290,000); in the data active = inhibition above about 50%;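 also: plate controls were vehicle with enzyme for no effect and no enzyme for full effect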
GPR35 arrestin U2OS – inhibition of zaprinast-stimulated GPR35 beta-arrestin translocation – imaging, U2OS, beta-arrestin-GFP, zaprinast agonist, primary screen (AID 2058); U2OS GPR35 beta-arrestin-GFP translocation imaging, zaprinast antagonism; higher % means a stronger effect; one-dose inhibition, % at 10 µM; IC50 in µM for titrated hits; actives 0.052% (n = 290,000);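 active = inhibition of at least 50% with at least 30 cells and total cytoplasm GFP at most 10,000,000; inconclusive = under 30 cells or total GFP of 10,000,000 plus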
Dengue-2 NS5 capping pilot replicate – further read-out of Dengue-2 NS5 capping, marked with its call; inhibition, %; measured here: pilot screen replicate inhibition
Starred values were filed as active, the others as inactive; ? = inconclusive; . = not tested or not shown; & = joins results of further samples. Not a hit list; about 1.5% have a hit in one of these screens.

SMILES	Rac1 GTP hydrolysis	Dengue-2 NS5 capping	RSV CPE inhibition	CSM14.1 death rescue	Salmonella PhoP GFP	West Nile antiviral	Large T inhibition	LYP phosphatase	GPR35 arrestin U2OS	others
Cc1cccc(NC(=O)COC(=O)c2ccc3c(=O)n4c(nc3c2)CCC4)c1	12%	-1%	0.3%	-2.1%	-3%	0.3%	-1%	-9%	-8%
COCc1nc2ccccc2n1Cc1ccc(Br)cc1	12%	-2%	1.2%	-0.3%	6%	-0.6%	0%	-8%	9%
O=C(NCCCN1CCCC1=O)c1cncc(Br)c1	5%	-4%	4.0%	-3.1%	2%	0.1%	0%	-6%	7%	Dengue-2 NS5 capping pilot replicate=-6.1
CSc1c(C#N)c(N)nc2sc(C(=O)c3ccc(Cl)c(Cl)c3)c(N)c12	.	.	2.8%	.	-29%	0.1%	5%	-4%	9%
O=C(CSc1ccc(F)cc1)N1CCOCC1	11%	-2%	0.5%	.	10%	0.4%	1%	-9%	-2%
CCn1c(=O)n(CC)c2cc(S(=O)(=O)N3CCc4ccccc43)ccc21	8%	-2%	-0.9%	-2.2%	-6%	-0.3%	3%	-1%	2%
CN(C)S(=O)(=O)c1ccc(NC(=O)N2CCN(c3cccc(C(F)(F)F)c3)CC2)cc1	5%	0%	16%	-0.8%	9%	-0.9%	-5%	8%	-17%
COC(=O)c1c(S(=O)(=O)N2CCOCC2)c(C)n(C)c1C	8%	1%	0.5%	.	-5%	-0.2%	30%	-9%	-1%
COc1cccc(CNC(=O)C(=O)N2CCC3(CC2)OCCN3S(=O)(=O)c2ccc(C)cc2)c1	1%	-11%	-1.7%	.	5%	.	10%	.	.
Cc1ccc(-c2csc(NC(=O)/C=C/c3cccs3)n2)cc1C	7%	-2%	12%	4.5%	-7%	-1.0%	12%	6%	7%
CC1CCCN(S(=O)(=O)c2ccc(C(=O)Nc3nnc(-c4ccccn4)o3)cc2)C1 (centres undefined)	6%	-2%	-0.8%	-0.9%	7%	-1.3%	3%	-2%	-7%
CSc1ccccc1C(=O)NCCSc1ccc(C)cc1	4%	.	4.5%	.	3%	-1.8%	2%	-6%	8%
CCOc1ccc(N2C(=O)C3C(c4ccc(OC)cc4OC)NC(CCSC)(C(=O)OC)C3C2=O)cc1 (centres undefined)	7%	1%	-2.3%	.	0%	-2.0%	19%	-12%	-6%	Dengue-2 NS5 capping pilot replicate=3.3
COC(=O)c1c(C)cc(O)cc1O	2%	-2%	.	.	-1%	0.0%	3%	.	.
COc1ccc(OC)c(CNC(=O)CCS(=O)(=O)c2ccc3c(c2)oc(=O)n3C)c1	8%	-9%	-0.7%	.	-6%	-0.2%	7%	-6%	8%
N=c1n(Cc2ccccc2)c2ccccc2n1CC(O)COc1ccccc1 (centres undefined)	3%	-2%	22%	0.4%	7%	-0.8%	14%	-6%	2%
O=C1c2c(O)cc(O)cc2O[C@H](c2ccc(O)c(O)c2)[C@@H]1O	.	.	1.0%	-0.3%	-10%&-3%	0.1%	?	-1%	-10%
O=C(CN1CCN(S(=O)(=O)c2ccc(Br)cc2)CC1)Nc1ccc2c(c1)OCCO2	3%	-6%	2.2%	-2.4%	-10%	0.0%	-3%	-7%	11%
COc1ccc(CN2[C@@H](CC(C)=O)c3cc(C(F)(F)F)ccc3S2(=O)=O)cc1	1%	-9%	-1.7%	.	.	-0.4%	13%	.	.
CC(=O)Nc1cccc(C(=O)OCC(=O)NC(=O)Cc2ccccc2)c1	5%	1%	2.4%	.	-4%	.	4%	.	.
O=C(COC(=O)c1ccco1)NCc1cccs1	11%	2%	0.9%	-2.5%	3%	0.1%	9%	2%	-6%
CCn1cc(Br)c(C(=O)Nc2cccc(Cl)c2)n1	5%	-8%	-0.8%	-0.6%	1%	0.4%	7%	-6%	15%
Cc1nn2cnnc2c(C)c1Cc1c(F)cccc1Cl	4%	0%	3.0%	.	7%	-0.3%	8%	-3%	-3%
CCOC(=O)c1ccc(N=Cc2nc(-c3ccccc3)oc2OC(C)=O)cc1	10%	24%	1.8%	-0.5%	-5%	0.9%	1%	-3%	-20%
CCOc1cc(CNC2CCCC2)c(Cl)cc1OCC(=O)Nc1ccccc1	6%	-4%	-0.2%	-2.7%	5%	0.5%	7%	-9%	-2%
CN(CC(=O)Nc1cccc(F)c1)CC(=O)Nc1ccccc1[N+](=O)[O-]	-1%	0%	5.3%	1.7%	7%	-0.9%	-1%	-5%	9%
O=c1cc(COc2ccccc2[N+](=O)[O-])nc2sccn12	.	.	2.7%	.	-5%	0.4%	14%	-9%	3%
COc1ccc(CNCc2ccc3c(c2)OCO3)c(OC)c1OC	31%	.	1.5%	.	4%	-0.8%	34%	-8%	8%
Cc1ccc(NC2CC(C)NC(=S)N2)cc1 (centres undefined)	2%	5%	1.8%	.	-7%	0.3%	7%	-7%	15%

An excerpt from above in order of formula weight, lowest first.
SMILES	Rac1 GTP hydrolysis	Dengue-2 NS5 capping	RSV CPE inhibition	CSM14.1 death rescue	Salmonella PhoP GFP	West Nile antiviral	Large T inhibition	LYP phosphatase	GPR35 arrestin U2OS	others
Cc1nn2cnnc2c(C)c1Cc1c(F)cccc1Cl	4%	0%	3.0%	.	7%	-0.3%	8%	-3%	-3%
CCn1cc(Br)c(C(=O)Nc2cccc(Cl)c2)n1	5%	-8%	-0.8%	-0.6%	1%	0.4%	7%	-6%	15%
CN(C)S(=O)(=O)c1ccc(NC(=O)N2CCN(c3cccc(C(F)(F)F)c3)CC2)cc1	5%	0%	16%	-0.8%	9%	-0.9%	-5%	8%	-17%
COc1cccc(CNC(=O)C(=O)N2CCC3(CC2)OCCN3S(=O)(=O)c2ccc(C)cc2)c1	1%	-11%	-1.7%	.	5%	.	10%	.	.

Random excerpt: four compounds from above.
SMILES	Rac1 GTP hydrolysis	Dengue-2 NS5 capping	RSV CPE inhibition	CSM14.1 death rescue	Salmonella PhoP GFP	West Nile antiviral	Large T inhibition	LYP phosphatase	GPR35 arrestin U2OS	others
COC(=O)c1c(C)cc(O)cc1O	2%	-2%	.	.	-1%	0.0%	3%	.	.
CC1CCCN(S(=O)(=O)c2ccc(C(=O)Nc3nnc(-c4ccccn4)o3)cc2)C1 (centres undefined)	6%	-2%	-0.8%	-0.9%	7%	-1.3%	3%	-2%	-7%
COc1cccc(CNC(=O)C(=O)N2CCC3(CC2)OCCN3S(=O)(=O)c2ccc(C)cc2)c1	1%	-11%	-1.7%	.	5%	.	10%	.	.
COc1ccc(CNCc2ccc3c(c2)OCO3)c(OC)c1OC	31%	.	1.5%	.	4%	-0.8%	34%	-8%	8%
